# Assay outcomes (PubChem)
# T cruzi growth – inhibitors of T. cruzi proliferation | T. cruzi beta-gal in NIH3T3, GalScreen luminescence, 90 h | 77,000 compounds, 5.9% hits | inhibition, % at 8.34 µM;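 active = mean inhibition above about 93%, with at least 55% of replicates each passing it, limit read from the data, passing the limit was not always enough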
# GASC1 inh – KDM4C (human) demethylase inhibition; Q9H3R0; GST-KDM4C 2-372, H3K9me3 peptide, LANCE TR-FRET; inhibition, % at 12.5 µM; 96,000 compounds, 0.15% hits; AID 720574;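 active = mean replicate inhibition above about 25%, with at least 55% of replicates also reaching it, limit read from the data, passing the limit was not always enough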
# Target sequence (Q9H3R0 2-372 limits assumed): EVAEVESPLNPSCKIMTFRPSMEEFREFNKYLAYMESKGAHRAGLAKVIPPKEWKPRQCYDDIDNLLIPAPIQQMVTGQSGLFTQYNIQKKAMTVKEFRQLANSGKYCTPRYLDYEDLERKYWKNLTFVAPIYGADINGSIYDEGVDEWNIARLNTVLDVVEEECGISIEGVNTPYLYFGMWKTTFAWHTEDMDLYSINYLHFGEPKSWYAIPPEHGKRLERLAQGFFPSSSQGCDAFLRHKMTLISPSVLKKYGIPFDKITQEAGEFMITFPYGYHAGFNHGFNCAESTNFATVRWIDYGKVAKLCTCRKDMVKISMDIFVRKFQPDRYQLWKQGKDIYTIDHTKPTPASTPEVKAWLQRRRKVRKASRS
#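 reagent = H3K9me3 peptide substrate, Fe(II), 2-oxoglutarate | system = GST-tagged GASC-1 (JMJD2C) catalytic fragment, aa 2-372 | amount = enzyme final amount 10 nM | read-out = Fall in 671/618 emission ratio as inhibition | medium = HEPES buffer, pH 7.5, plus ascorbate | schedule = 30 min reaction, 60 min detection, RT | measured by = LANCE TR-FRET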
# C diff growth – blocks growth of Clostridium difficile; Clostridium difficile clinical isolate growth, OD600, 24 h; active compounds read low; growth activity, negative = inhibition, % at 16 µg/mL (by protocol); 86,000 compounds, 0.25% hits; AID 1259249;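 active = mean growth activity at or below -80% and every replicate also at or below -80%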;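 note: 0% = DMSO wells and -100% = levofloxacin 16 µg/mL wells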
# Pf Dd2 growth – blocks growth of Plasmodium falciparum Dd2 parasites. P. falciparum Dd2 growth, SYBR Green, 72 h; active compounds read low. activity change, % at 10 µM. 94,000 compounds, 2.3% hits; in the data active = activity change below about -80%
# * = called active by the depositor; . = not tested or not shown; & = joins results of further samples.
SMILES,T cruzi growth,GASC1 inh,C diff growth,Pf Dd2 growth
C[C@@H]1CN([C@H](C)CO)C(=O)c2cccc(NC(=O)Nc3ccc(C(F)(F)F)cc3)c2O[C@@H]1CN(C)S(=O)(=O)c1ccccc1,2,1.9,.,-15
CC(C)NC(=O)N(C)C[C@@H]1Oc2ncc(-c3ccccc3F)cc2C(=O)N([C@H](C)CO)C[C@H]1C,.,1.7,-4,7
CCCC(=O)Nc1ccc2c(c1)C(=O)N(C)C[C@@H](OC)[C@@H](C)CN(Cc1nccs1)[C@@H](C)CO2,44,-0.4,.,-28
Cc1noc(C)c1S(=O)(=O)Nc1ccc2c(c1)C(=O)N([C@@H](C)CO)C[C@@H](C)[C@H](CN(C)Cc1ccccc1)O2,12,2.0,0,-14
CCCNC(=O)Nc1ccc2c(c1)C(=O)N(C)C[C@@H](OC)[C@@H](C)CN(CCC(F)(F)F)[C@H](C)CO2,28,1.9,.,.
C[C@H]1CN([C@@H](C)CO)C(=O)c2cc(NC(=O)Nc3ccccc3)ccc2O[C@@H]1CN(C)Cc1ccc(C(=O)O)cc1,-33,-1.8,2,6
C[C@@H]1CCCCO[C@H](CN(C)Cc2ccc3c(c2)OCO3)[C@H](C)CN([C@@H](C)CO)C(=O)c2cc(NC(=O)Cc3ccccc3)ccc2O1,41,0.0,-2,-79
C[C@H]1CN([C@@H](C)CO)C(=O)CCCn2nncc2CO[C@H]1CN(C)C(=O)c1ccc2ccn(C)c2c1,6&4,-1.0,-2&2,-14&-9
COc1ccc(-c2ccc3c(c2)[C@@H]2[C@@H](CCN2S(=O)(=O)c2ccccc2C)[C@H](CO)N3)cc1,89,-0.8,-2,-55
C[C@@H]1CCCCO[C@@H](CN(C)C(=O)Nc2ccc(C(F)(F)F)cc2)[C@@H](C)CN([C@H](C)CO)C(=O)c2cc(N(C)C)ccc2O1,24,-2.3,2,.
Cc1ccc(S(=O)(=O)N(C)C[C@@H]2OCCCC[C@H](C)Oc3ccc(NC(=O)C4CCCCC4)cc3C(=O)N([C@@H](C)CO)C[C@@H]2C)cc1,55,-0.3,.,-74
CCNC(=O)[C@H]1[C@H](CO)[C@H]2Cn3c(ccc(/C=C/c4ccccc4)c3=O)[C@@H]1N2,22,-0.9,-3,28
COc1ccc(S(=O)(=O)Nc2ccc3c(c2)C(=O)N([C@H](C)CO)C[C@@H](C)[C@H](CN(C)S(=O)(=O)c2ccc(Cl)cc2)OCCCC[C@@H](C)O3)cc1,87,-3.0,7,-57
COCC#Cc1ccc2c(c1)O[C@@H](CN(C)Cc1cccnc1)[C@H](C)CN([C@@H](C)CO)S2(=O)=O,26,0.3,-1,-24
C[C@@H]1CN([C@@H](C)CO)C(=O)CCCn2nncc2CO[C@H]1CN(C)C(=O)NC1CCCCC1,-11&-11,0.4,-4,4&-9
COc1ccc2c3c([nH]c2c1)[C@@H](CO)N(Cc1ccccc1F)CC31CCN(C(=O)C2CCC2)CC1,.,-1.3,0,-75
C[C@@H]1CN([C@H](C)CO)S(=O)(=O)c2ccc(-c3ccc(C#N)cc3)cc2O[C@H]1CN(C)Cc1cccc(F)c1,.,-0.8,27,-6
C[C@H]1CCCCO[C@@H](CN(C)Cc2ccc(C(F)(F)F)cc2)[C@@H](C)CN([C@@H](C)CO)C(=O)c2cc(NS(=O)(=O)c3ccc(Cl)cc3)ccc2O1,93,0.2,30,-28
COc1ccc(S(=O)(=O)N2CC[C@@H]3[C@@H](CO)Nc4ccc(C#Cc5cccnc5)cc4[C@@H]32)cc1,73,1.6,0,-40
CCCNC(=O)N1CCC2(CC1)CN(C(=O)c1cccnc1)[C@H](CO)c1[nH]c3cc(OC)ccc3c12,.,0.5,15,-30
C[C@H](O)C#Cc1ccc([C@H]2[C@@H](CO)N3CCCCN(C(=O)c4ccc(F)cc4)C[C@@H]23)cc1,21,-0.7,1,17
O=C(C1CCCCC1)N1CC2(C1)[C@H](c1ccccc1)[C@@H](CO)N2Cc1ccccc1F,.,-1.0,3,-8
O=C(NC1CCCC1)N1CCCCN2[C@H](CO)[C@H](c3ccc(/C=C/c4ccccc4)cc3)[C@H]2C1,110*,-0.3,56,-36
COc1cccc(S(=O)(=O)Nc2ccc3c(c2)[C@@H]2C[C@@H](CC(=O)NCc4ccccc4F)O[C@@H](CO)[C@@H]2O3)c1,74,.,0,-27
C[C@@H]1CN([C@@H](C)CO)C(=O)c2cccc(NC(=O)NC3CCCCC3)c2O[C@@H]1CN(C)C,.,0.5,-4,-6
C[C@H](CO)N1C[C@H](C)[C@H](CN(C)S(=O)(=O)c2ccccc2)OCCCC[C@H](C)Oc2ccc(NS(=O)(=O)c3ccc(F)cc3)cc2C1=O,81,0.9,-13,-72
OC[C@H]1Nc2ccc(-c3ccccc3)cc2[C@@H]2[C@H]1CCN2Cc1ccccc1F,38,-1.8,-101*,-21
COc1cccc(-c2ccc([C@H]3[C@@H](CO)N4CCCCN(Cc5cncnc5)C[C@H]34)cc2)c1,99*,1.8,-10,4
C[C@H](CO)N1C[C@H](C)[C@@H](CN(C)Cc2ccc(Oc3ccccc3)cc2)Oc2ccc(NC(=O)Nc3ccc(C(F)(F)F)cc3)cc2C1=O,68,1.0,.,-65
COc1ccc(-c2ccc3c(c2)[C@@H]2[C@@H](CCN2C(=O)C2CC2)[C@@H](CO)N3C)cc1,101*,2.5,10,-4
C[C@@H]1CN([C@@H](C)CO)C(=O)Cc2cc(NS(C)(=O)=O)ccc2O[C@@H]1CN(C)C(=O)Nc1ccc2c(c1)OCO2,21,-1.0,-4,6
Cc1noc(C)c1NC(=O)N[C@H]1CC[C@H](CC(=O)N2CCN(C)CC2)O[C@@H]1CO,-87,0.3,-8,-16
C[C@@H]1CCCCO[C@H](CN(C)S(=O)(=O)c2ccccc2)[C@@H](C)CN([C@@H](C)CO)C(=O)c2cc(NS(=O)(=O)c3cccs3)ccc2O1,42,0.3,-3,.
COC(=O)C[C@H]1C=C[C@H](NS(=O)(=O)c2ccc(OC)cc2)[C@H](CO)O1,29,-2.2,.,9
C[C@@H]1CN([C@@H](C)CO)C(=O)Cc2cc(NC(=O)Nc3ccc(C(F)(F)F)cc3)ccc2O[C@@H]1CN(C)C,.,0.0,5,13
C[C@@H]1CN([C@@H](C)CO)C(=O)c2cc(NS(=O)(=O)c3cn(C)cn3)ccc2O[C@@H](C)CCCCO[C@H]1CN(C)C(=O)C1CCCCC1,-16,-1.3,5,15
COc1ccc(C#Cc2ccc3c(c2)[C@@H]2[C@@H](CCN2C(=O)C2CCC2)[C@@H](CO)N3)cc1,.,3.7,31,-75
CC(C)CC#Cc1cnc2c(c1)C(=O)N([C@@H](C)CO)C[C@H](C)[C@@H](CN(C)C(=O)Cc1ccncc1)O2,53,0.0,-1,-55
C[C@H]1CN([C@@H](C)CO)C(=O)Cc2cc(NS(C)(=O)=O)ccc2O[C@@H]1CN(C)Cc1ccc(-c2ccccc2)cc1,43,.,3,-12
Cc1noc(C)c1S(=O)(=O)Nc1ccc2c(c1)C(=O)N([C@@H](C)CO)C[C@@H](C)[C@@H](CN(C)S(=O)(=O)c1cn(C)cn1)OCCCC[C@@H](C)O2,-12,0.0,12,-3
O=C(C[C@@H]1C=C[C@@H](NS(=O)(=O)c2ccc(F)cc2)[C@@H](CO)O1)NCc1ccc(Cl)c(Cl)c1,-24,0.5,0,-18
Cc1ccc(S(=O)(=O)N(C)C[C@H]2OCCCC[C@H](C)Oc3ccc(NC(=O)c4ccncc4)cc3C(=O)N([C@H](C)CO)C[C@H]2C)cc1,.,-1.7,.,-60
COCC(=O)N1C[C@H](C)[C@@H](OC)CN(C)C(=O)c2ccc(NC(=O)c3ccc(F)cc3)cc2OC[C@H]1C,-21,-0.8,.,14
CC(C)NC(=O)N[C@@H]1CC[C@@H](CCn2cc(-c3ccccc3)nn2)O[C@H]1CO,44,1.2,-1,-12
C[C@@H]1CN([C@@H](C)CO)C(=O)CCCn2cc(nn2)CO[C@H]1CN(C)Cc1ccc(Cl)c(Cl)c1,135*,0.6,-6,8
COc1ccc(NC(=O)Nc2ccc3c(c2)[C@H]2C[C@@H](CC(=O)N[C@@H](C)c4ccccc4)O[C@H](CO)[C@H]2O3)cc1,-18,-4.2,1,-12
C[C@H]1CN([C@@H](C)CO)S(=O)(=O)c2ccc(-c3cccc(C#N)c3)cc2O[C@@H]1CN(C)Cc1ccccn1,55,.,-1,-33
COc1ccc(NC(=O)N2CCCCN3[C@H](CO)[C@@H](c4ccc(-c5ccccc5F)cc4)[C@@H]3C2)cc1,65,-0.6,33,2
COc1ccc(NC(=O)N(C)C[C@H]2Oc3ccc(NS(=O)(=O)c4cn(C)cn4)cc3C(=O)N([C@@H](C)CO)C[C@H]2C)cc1,37,-0.1,-5,12
COc1ccc(S(=O)(=O)N(C)C[C@@H]2Oc3ccc(NC(=O)NC(C)C)cc3C(=O)N([C@H](C)CO)C[C@H]2C)cc1,14,14,-2,-26
C[C@@H]1CCCCO[C@H](CN(C)Cc2ccccc2)[C@@H](C)CN([C@@H](C)CO)C(=O)c2cc(NS(=O)(=O)c3ccc(Cl)cc3)ccc2O1,106*,-0.4,2,-43
Cc1noc(C)c1S(=O)(=O)Nc1ccc2c(c1)C(=O)N([C@H](C)CO)C[C@H](C)[C@H](CN(C)C(=O)Nc1ccc(F)cc1)OCCCC[C@@H](C)O2,25,2.9,7,21
COc1ccccc1C(=O)Nc1ccc2c(c1)OC[C@@H](C)N(C(C)=O)C[C@@H](C)[C@@H](OC)CN(C)C2=O,9,0.5,.,-20
O=C(C[C@@H]1C[C@H]2c3cc(NC(=O)C4CCOCC4)ccc3O[C@H]2[C@@H](CO)O1)NCc1ccc(Cl)cc1,30,-1.1,1,5
Cc1nn(C)cc1NC(=O)C[C@H]1CC[C@H]2[C@H](COc3ccc(NC(=O)C4CCC4)cc3C(=O)N2C)O1,-11,6.1,1,9
CO[C@H]1CN(C)C(=O)c2ccc(NC(=O)Nc3ccccc3F)cc2OC[C@@H](C)N(C(C)=O)C[C@@H]1C,28,1.2,.,-7
Cc1ccc(S(=O)(=O)Nc2ccc3c(c2)C(=O)N([C@H](C)CO)C[C@@H](C)[C@@H](CN(C)Cc2ccc(C(F)(F)F)cc2)OCCCC[C@@H](C)O3)cc1,.,-0.2,25,-72
C[C@@H]1CN([C@H](C)CO)C(=O)c2cc(-c3ccccc3F)cnc2O[C@H]1CN(C)C(=O)NC1CCCCC1,7,0.2,3,10
CC(C)NC(=O)N(C)C[C@@H]1Oc2cc(C#Cc3cccc(F)c3)ccc2S(=O)(=O)N([C@H](C)CO)C[C@@H]1C,61,14,-15,-57
O=C(C[C@H]1CC[C@@H](NC(=O)Cc2ccccn2)[C@@H](CO)O1)NCCc1ccccc1,.,-0.8,3,.

# 3 entries out of the list above, arranged by the value under Pf Dd2 growth, lowest first:
Structure | GASC1 inh | C diff growth | Pf Dd2 growth
C[C@H]1CN([C@@H](C)CO)S(=O)(=O)c2ccc(-c3cccc(C#N)c3)cc2O[C@@H]1CN(C)Cc1ccccn1 | . | -1 | -33
O=C(C[C@@H]1C=C[C@@H](NS(=O)(=O)c2ccc(F)cc2)[C@@H](CO)O1)NCc1ccc(Cl)c(Cl)c1 | 0.5 | 0 | -18
COc1ccc(NC(=O)Nc2ccc3c(c2)[C@H]2C[C@@H](CC(=O)N[C@@H](C)c4ccccc4)O[C@H](CO)[C@H]2O3)cc1 | -4.2 | 1 | -12

# The list continues:
SMILES,T cruzi growth,GASC1 inh,C diff growth,Pf Dd2 growth
Fc1ccc(-c2ccc(C3[C@@H]4CN(Cc5nccs5)C[C@H]3N4)cc2)cc1 (some centres not stated),.,-1.8&-1.6,7&75,39&-59
COc1ccc(NC(=O)N(C)C[C@@H]2Oc3ncc(C#C[C@H](C)O)cc3C(=O)N([C@H](C)CO)C[C@@H]2C)cc1,49,-0.5,4,33
COc1ccc(NC(=O)N(C)C[C@H]2Oc3c(NC(=O)c4ccc(-c5nccs5)cc4)cccc3C(=O)N([C@@H](C)CO)C[C@H]2C)cc1,16,-0.6,-7,-58
Cc1ccc(-c2ccc3c(c2)O[C@@H](CN(C)CC2CC2)[C@@H](C)CN([C@@H](C)CO)S3(=O)=O)cc1,44,-0.7,18,-58

# Entries listed above printed as active in C diff growth:
structure	GASC1 inh	C diff growth	Pf Dd2 growth
OC[C@H]1Nc2ccc(-c3ccccc3)cc2[C@@H]2[C@H]1CCN2Cc1ccccc1F	-1.8	-101*	-21

# Copied from the list:
# Under Pf Dd2 growth, COc1ccc(NC(=O)N(C)C[C@@H]2Oc3ncc(C#C[C@H](C)O)cc3C(=O)N([C@H](C)CO)C[C@@H]2C)cc1 has 33
# Under GASC1 inh, Fc1ccc(-c2ccc(C3[C@@H]4CN(Cc5nccs5)C[C@H]3N4)cc2)cc1 (some centres not stated) has -1.8&-1.6
# Under Pf Dd2 growth, Cc1ccc(-c2ccc3c(c2)O[C@@H](CN(C)CC2CC2)[C@@H](C)CN([C@@H](C)CO)S3(=O)=O)cc1 has -58
# Under Pf Dd2 growth, COc1ccc(NC(=O)N(C)C[C@H]2Oc3c(NC(=O)c4ccc(-c5nccs5)cc4)cccc3C(=O)N([C@@H](C)CO)C[C@H]2C)cc1 has -58
